# Screening data (PubChem BioAssay)
# aSyn rescue = alpha-synuclein toxicity inhibition in yeast | Yeast expressing alpha-synuclein, growth rescue, BacTiter-Glo, 24 h | Potency, µM (highest dose often 46.1 µM), for the others: at the highest dose growth rescue (activation), actives largely listed as activators | actives 0.14% (n = 370,000); further: potency means the concentration at half of the fitted maximal effect; % of control where 0% means no effect; nearly all actives have a fitted effect of over 65% in size
#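 Galactose-induced alpha-syn yeast (OD600=0.02, raffinose-pregrown) + pinned cpd, 24 hr, 30 deg C; growth by BacTiter-Glo luminescence. Growth restoration scores as activation.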
# EPAC1 antagonist = blocks human EPAC1 exchange factor | O95398 | EPAC1 GEF assay, Rap1b-BODIPY-GDP exchange fluorescence | Potency, µM (highest dose often 115 µM), for inactives: top-dose activity change, negative = inhibition, actives largely listed as inhibitors | actives 0.14% (n = 360,000) | AID 720709;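 further: potency means the concentration at half of the fitted maximal effect; plate controls were vehicle for no effect and positive control for full effect; nearly all actives have a fitted effect of over 50% in size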
# WRN helicase inh = WRN helicase (human) inhibition. Q14191. WRN helicase unwinding, fluorescent forked duplex, kinetic. Potency, µM (doses to about 114 µM), for inactives: top-dose activity change, negative = inhibition, actives largely listed as inhibitors. actives 0.46% (n = 360,000); further: potency means the concentration at half of the fitted maximal effect; on the % scale 0 is the no-effect control and ±100 the full control effect; nearly all actives have a fitted effect of over 55% in size
#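 Fluorescence dequenching readout, ex 525 nm/em 598 nm, kinetic mode: forked duplex DNA (100 nM final) with adjacent fluorophore and quencher unwound by WRN (20 nM final) with 2 mM ATP. Compound preincubation 15 min, room temperature.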
# EPAC1 agonist = EPAC1 (human) agonism. actives 0.073% (n = 360,000). EPAC1 agonist qHTS, biochemical assay; response scale: 100% = response to 6.5 mM cAMP. Potency, µM (highest dose often 154 µM), inactives show top-dose activation, hits mostly activators; further: potency means the concentration at half of the fitted maximal effect; nearly all actives have a fitted effect of over 60% in size
#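 Nucleotide exchange assay: 100 nM EPAC1 with 250 nM Rap1B loaded with BODIPY-GDP and 50 uM GDP, room temperature. Fluorescence (480/540 nm) read every 5 min for 30 min; signal change normalized to 6.5 mM cAMP as full agonist.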
# PI5P4Ka inh = inhibitors of human PI5P4K alpha | AID 652105 | PI5P4Kalpha enzyme, ADP-Glo luminescence, 60 min; stronger effect = lower value | actives 1.2% (n = 330,000) | P48426 | max response, %; active means max response of -50% or lower; inconclusive means between -30% and -50%; inactive means -30% or higher; further: value at the top dose of about 77 µM; on the % scale 0 is the no-effect control and ±100 the full control effect
#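 Single end-point luminescence (ADP-Glo) quantified ADP from PI5P4Kalpha turnover; ATP 5 microM final, 1 h at RT, 0.1% CHAPS and 0.28 mM EGTA in HEPES pH 7.4.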
# Abeta rescue = restores growth of yeast expressing A-beta42 peptide. yeast expressing A-beta42, growth rescue, OD600, 48 h; response scale: 0% DMSO, 100% iron-clioquinol control. Potency, µM (top dose mostly 46.1 µM), for the others: at the top dose growth rescue, usual class: activators. actives 0.063% (n = 410,000). AID 1347071; further: potency means the concentration at half of the fitted maximal effect; nearly all actives have a fitted effect of over 55% in size
#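 Yeast A-beta toxicity model in growth medium with pinned compounds, 48 h at 30 C; growth read as absorbance at 600 nm. Normalized to FeCl3/clioquinol equimolar mix (positive) and DMSO (negative).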
# PLK1 PBD block = blocks phosphopeptide binding to human PLK1 polo-box domain | P53350 | Plk1 PBD binding of FITC phosphopeptide, fluorescence polarization | Potency, µM, for the others: max response, negative = inhibition, usual class: inhibitors | actives 2.8% (n = 360,000) | AID 720504; further: potency means the concentration at half of the fitted maximal effect; series mostly up to about 57 µM; on the % scale 0 is the no-effect control and ±100 the full control effect; nearly all actives have a fitted effect of over 65% in size
# FUS yeast rescue = FUS proteinopathy suppression in yeast; actives 0.24% (n = 390,000); Potency, µM (series often up to 76.6 µM), for inactives: at the top dose growth rescue (activation), actives largely listed as activators; S. cerevisiae FUS-expressing, growth rescue, OD600, 24 h;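 further: potency means the concentration at half of the fitted maximal effect; plate controls were DMSO vehicle for no effect and reference control for full effect; nearly all actives have a fitted effect of over 55% in size; some results filed as inactive show a strong effect at the top dose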
#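 Restored growth of FUS-toxic S. cerevisiae, read as 600 nm absorbance after 24 h at 30C in galactose medium (starting OD 0.005). Controls CP55940 and DMSO.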
# IL2 activator = IL-2 activation | IL-2 activation reporter assay, cell-based qHTS; stimulated with anti-CD3/CD4/CD28 beads; in transgenic mouse T cells | activation, % (series mostly up to about 46 µM) | actives 0.065% (n = 360,000) | AID 652025; in the data active means activation above about 50%; inconclusive means mostly about 30% to 49%; further: 0% is about no effect
#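 Using fluorescent plate cytometry, EGFP and DsRed are detected in transgenic mouse T cells stimulated 18 h at 37 degrees C with antibody-coated beads after 60 min compound pretreatment.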
# The depositor's hits bear a star; ? = inconclusive; · = not tested or not shown; & = joins results of further samples; [ ] = another dose, or the depositor's remark. Unless noted, the call rests on the fitted dose curve; in most records, active means well fitted curve in the direction sought with a large enough effect; inconclusive means small, poorly fitted or top-dose-only effect, or another doubt; inactive means no such curve, though single readings can be large; an effect the other way counts as inactive or inconclusive. Outcome played no part in choosing rows (roughly 4.1% active in at least one column).
cpd	compound	aSyn rescue	EPAC1 antagonist	WRN helicase inh	EPAC1 agonist	PI5P4Ka inh
1	COc1cc2c(cc1OC)C(C)N(C(=O)C(NC(=O)c1ccccc1)C(C)C)CC2 (configuration not stated)	6%	-13%	-7%[57.1 µM]	1%	-1
2	Cc1cccc(NS(=O)(=O)c2cc(C(=O)OCC(=O)Nc3cc(C)on3)ccc2C)c1	-2%	10%	-15%	5%	1
3	COc1ccc(-n2c(C)c(C(C)=O)c(C(C)=O)c2C)cc1OC	10%	19%	-7%	-2%	4
4	COc1cc2c3c(c1OC)C(=O)CC3CCCC2 (configuration not stated)	6%	10%	0%	21%	5
5	CC(=O)c1cccc(NC(=O)CN2CCN(Cc3ccccc3)CC2)c1	18%	-17%	-33%	0%	-15
6	Cc1cc(C)c(C(=O)Nc2ccccc2)c(CC(C)(C)C(=O)O)c1	-2%	-17%	-9%	3%	9
7	CCC(c1nnnn1C1CCCC1)N1CCN(c2ccccc2F)CC1 (configuration not stated)	9%	-13%	2%	7%	-1
8	Cc1c(F)cccc1NS(=O)(=O)c1ccc2c(c1)n(C)c(=O)c(=O)n2C	-4%	25%	-14%	0%	6
9	CSc1nc(N2CCN(c3ccccc3)CC2)cc(N2CCN(c3ccccc3)CC2)n1	-1%	-2%	6%	4%	2
10	CC(=O)c1ccc(N(CC(=O)NC2CCCCC2)C(=O)c2csnn2)cc1	0%	0%	11%	-8%	-2
11	COCCCn1c(=O)c2sccc2n2c(CCCC(=O)NCc3cccc(OC)c3)nnc12	-2%	-10%	12%	-8%	1
12	O=C(COc1cc(Cl)c(Cl)cc1Cl)Nn1cnnc1	-8%	1%	4%	-5%	-1
13	COc1ccc(C2C(C(=O)N3CCOCC3)CCC(=O)N2c2cc(OC)c(OC)c(OC)c2)cc1 (configuration not stated)	-7%	-5%	16%	-3%	-7
14	Cc1nc(N2CCN(c3ccccc3)CC2)nc2c1C(=O)CCC2	23%	-14%	72%[activator]	6%	2
15	COC(=O)Cc1c[nH]c2cccc(OCC(O)CN(Cc3ccc([N+](=O)[O-])cc3)C(C)(C)C)c12 (configuration not stated)	0%	-17%	-5%	6%	0

cpd	Abeta rescue	PLK1 PBD block	FUS yeast rescue	IL2 activator
1	5%	-3%	-8%	-0.5
2	-4%	-9%	16%	-1.1
3	-14%	-2%	17%	0.6
4	-20%	-13%	12%	-0.4
5	14%	-4%	5%	0.4
6	-1%	-18%	16%	-1.1
7	-5%	-2%	11%	0.0
8	-19%	-1%	-13%	-4.8
9	0%	?	-3%	0.2
10	-15%	0%	36%	1.1
11	?	-5%	-6%&-15%	0.0
12	9%	-1%	6%	-1.5
13	3%	-27%	-16%	-0.8
14	-37%[inhibitor]	-7%	3%	-1.3
15	3%	-3%	7%	-3.1

# Three compounds already listed, ordered by count of non-hydrogen atoms, rising:
cpd	compound	aSyn rescue	EPAC1 antagonist	WRN helicase inh	EPAC1 agonist	PI5P4Ka inh
4	COc1cc2c3c(c1OC)C(=O)CC3CCCC2 (configuration not stated)	6%	10%	0%	21%	5
1	COc1cc2c(cc1OC)C(C)N(C(=O)C(NC(=O)c1ccccc1)C(C)C)CC2 (configuration not stated)	6%	-13%	-7%[57.1 µM]	1%	-1
2	Cc1cccc(NS(=O)(=O)c2cc(C(=O)OCC(=O)Nc3cc(C)on3)ccc2C)c1	-2%	10%	-15%	5%	1

cpd	Abeta rescue	PLK1 PBD block	FUS yeast rescue	IL2 activator
4	-20%	-13%	12%	-0.4
1	5%	-3%	-8%	-0.5
2	-4%	-9%	16%	-1.1

# Next section:
cpd	compound	aSyn rescue	EPAC1 antagonist	WRN helicase inh	EPAC1 agonist	PI5P4Ka inh
16	O=S(=O)(NC(CO)Cc1ccccc1)c1cc(Cl)ccc1F (configuration not stated)	6%	-25%	-1%	5%	-3
17	Cc1cccc(-n2cnc3cc(C(=O)NCCN4CCOCC4)ccc32)c1	·	-3%	6%	-14%	-1
18	Fc1ccc(Cn2nnnc2CN2CCN(C3CCCC3)CC2)cc1	0%	-3%	-4%	-8%	-1
19	COCCNc1nc2cc(-c3cccc(Cl)c3)sc2c(=O)n1C	2%	-2%	4%	13%	21
20	CCOC(=O)c1ccc(NCc2ccc3c(c2)OCO3)cc1	-10%	-16%	-15%	18%	·
21	COc1ccc(N(C)S(=O)(=O)c2cccc3nsnc23)cc1	2%	?	5%	8%	0
22	COCCOc1ccc(C(F)(F)F)cc1NC(=O)COC(=O)c1cc[n+]([O-])cc1	-2%	-15%	3%	-4%	2
23	Cc1ccc(C(=O)C(c2ccccc2)N2Cc3ccccc3C2=N)cc1 (configuration not stated)	3%	?	-15%	21%	0
24	Cc1cc(SCC#N)n2nc(C)c(-c3ccc(Cl)cc3)c2n1	0%	3%	-3%	5%	·
25	COc1ccc(-c2nc(-c3ccc(NC(=O)c4ccc(Br)o4)cc3)no2)cc1OC	3%	0%	-4%	10%	-11
26	O=C(CNc1cccc(Cl)c1)NNC(=S)NCc1ccccc1	-4%	?	?	-1%	5
27	COc1ccc(/C(C)=N/N2CCOCC2)c(O)c1	6%	-10%	-3%	11%	4
28	CC1Cc2ccccc2N1CC(=O)Nc1ccc(Cl)c(S(=O)(=O)N(C)C)c1 (configuration not stated)	1%	4%	-2%	-2%	2
29	CC1CCCCN1S(=O)(=O)c1ccc(S(=O)(=O)N(CC(=O)Nc2ccccc2)Cc2cccs2)cc1 (configuration not stated)	0%	8%	-3%	9%	0
30	CCOc1ccc(NC(=S)NC(=O)c2c(Br)cnn2C)c([N+](=O)[O-])c1	-4%	-10%	-2%	3%	-4

cpd	Abeta rescue	PLK1 PBD block	FUS yeast rescue	IL2 activator
16	8%	-6%	-9%	-0.3
17	0%	1%	-10%	1.1
18	-9%	-15%	20%	0.4
19	17%	-6%	-3%	0.2
20	-9%	0%	24%	-1.4
21	4%	-13%	-9%	0.0
22	-8%	-1%	6%	1.2
23	-36%[inhibitor]	-8%	·	-3.2
24	11%	-2%	15%	-0.8
25	20%	0%	22%	-1.3
26	7%	-22%	25%	6.3
27	19%	-6%	7%	-1.2
28	11%	-1%	-9%	0.5
29	-7%	-13%	·	-0.6
30	-10%	-13%	28%	-2.1

# Next section.
cpd	compound	aSyn rescue	EPAC1 antagonist	WRN helicase inh	EPAC1 agonist	PI5P4Ka inh
31	Cc1cc(C)n(C(=O)c2nn(C)c(C)c2[N+](=O)[O-])n1	4%	-4%	6%	4%	·
32	CN(C)CCCN(Cc1ccccc1)C(=S)Nc1cccc(C(F)(F)F)c1	-7%	5%	-5%	-4%	2
33	Cc1ccc(SCC(=O)OCC(=O)NCCc2ccc(S(N)(=O)=O)cc2)c(C)c1	1%	7%	-2%	13%	0
34	CC1(c2ccccc2)NC(=O)N(Cc2ccc([N+](=O)[O-])cc2)C1=O (configuration not stated)	1%	9%	-22%[57.1 µM]	-16%	-7
35	O=C(CCCNS(=O)(=O)c1cccc2nsnc12)NCc1ccc(F)cc1	5%	-11%	-36%[57.1 µM]	4%	3
36	CCOCc1nnc(NC(=O)c2c(-c3ccccc3)noc2C)s1	-1%	11%	-9%	0%	-8
37	O=C(COc1ccc(F)cc1F)N1CCCCCCC1	5%	-7%	2%	2%	-4
38	COc1cccc(N(CC(=O)NC(C)(C)C)C(=O)C2CSC(=O)C2)c1 (configuration not stated)	-2%	11%	6%	-1%	·
39	Cc1ccc(N)cc1-n1c(C)ccc1C	0%	10%	3%	-1%	·
40	CN1C(=O)C(N=Nc2ccc([N+](=O)[O-])cc2)SC1=S (configuration not stated)	-71%[inhibitor]	?	?	25%	?
41	CC(NC(=O)CN1c2cccc3cccc(c23)S1(=O)=O)c1ccc(S(N)(=O)=O)cc1 (configuration not stated)	2%	-8%	?	5%	-55*
42	CC1(C(=O)NS(=O)(=O)c2cccc(OC(F)F)c2)CCN1C(=O)CC1CCCC1 (configuration not stated)	4%	6%	4%	-10%	0
43	O=C(CN1CCc2ccccc21)NC(=O)NCc1ccccc1	10%	-9%	11%[57.1 µM]	-6%	-5
44	CCNC(=O)CC1SC(=Nc2ccccc2C)N(C)C1=O (configuration not stated)	4%	0%	7%	-3%	-3
45	Cc1ccc(S(=O)(=O)c2nc(-c3ccco3)oc2SC(C)C)cc1	14%	-11%	-28%	11%	?
46	O=C(Nc1cccc(S(=O)(=O)N2CCCC2)c1)c1cccc(OC(F)F)c1	4%	-5%	-16%	9%	4
47	CCOc1cc2[nH]c(=S)n(C3CC3)c(=O)c2cc1OCC	8%	2%	-6%	-7%	-4

cpd	Abeta rescue	PLK1 PBD block	FUS yeast rescue	IL2 activator
31	6%	-1%	19%	-1.5
32	0%	6%	·	1.1
33	9%	-3%	1%	0.4
34	?	9%	11%	0.3
35	-1%	-13%	-18%	-0.8
36	-4%	30µM*	13%	-1.4
37	12%	?	-1%	1.4
38	-11%	-7%	5%	-1.4
39	2%	-3%	42%	-0.5
40	-94%[inhibitor]	13µM*	-10%	-1.1
41	9%	-5%	20%	-0.9
42	11%	7%	-16%	-0.2
43	3%	27µM*	10%	2.4
44	-15%	-3%	15%	-1.1
45	-18%&10%	-22%	33%&25%	-0.1
46	-1%	1%	11%	-3.1
47	-9%	-1%	2%	-0.6

# Profiles, looked up by structure. Values in the order: aSyn rescue | EPAC1 antagonist | WRN helicase inh | EPAC1 agonist | PI5P4Ka inh | Abeta rescue | PLK1 PBD block | FUS yeast rescue | IL2 activator
# Profile of COCCOc1ccc(C(F)(F)F)cc1NC(=O)COC(=O)c1cc[n+]([O-])cc1 = -2% | -15% | 3% | -4% | 2 | -8% | -1% | 6% | 1.2
# Profile of Cc1c(F)cccc1NS(=O)(=O)c1ccc2c(c1)n(C)c(=O)c(=O)n2C = -4% | 25% | -14% | 0% | 6 | -19% | -1% | -13% | -4.8
# Profile of CCOC(=O)c1ccc(NCc2ccc3c(c2)OCO3)cc1 = -10% | -16% | -15% | 18% | · | -9% | 0% | 24% | -1.4
